High-throughput results as filed in PubChem.
HCV NS3 hel inh = blocks Hepatitis C virus NS3 helicase unwinding. NS3 helicase DNA unwinding, Cy5 molecular beacon fluorescence. inhibition, % at 10.9 µM. 290,000 tested, 0.56% active;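 active = inhibition above the mean of all tested compounds plus 3 SD, set per campaign, cut at about 35% in these data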;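 note: 0% = DMSO wells and 100% = thioflavine S control wells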
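Assay system: hepatitis C virus NS3 helicase domain fragment enzyme. Also added: annealed dual-labelled DNA beacon duplex, ATP-started. Timing: 1 h reaction at 25 °C, ATP-initiated. Technique: Cy5 fluorescence at 0 and 60 min, beacon hairpin quenching. Evaluation: % inhibition of unwinding. Replication: one well per compound.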
IDE cell activ = IDE (human) activation, cell-based. P14735. HEK cells, FAbeta-B cleavage, fluorescence polarization; 0% vehicle, 100% cell-free pure enzyme wells. activation, % at 5.96 µM. 340,000 tested, 0.073% active;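 active = activation above the mean of all tested compounds plus 3 SD, set per screening campaign, cut at about 17% in these data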
Target sequence (P14735 whole entry, looked up): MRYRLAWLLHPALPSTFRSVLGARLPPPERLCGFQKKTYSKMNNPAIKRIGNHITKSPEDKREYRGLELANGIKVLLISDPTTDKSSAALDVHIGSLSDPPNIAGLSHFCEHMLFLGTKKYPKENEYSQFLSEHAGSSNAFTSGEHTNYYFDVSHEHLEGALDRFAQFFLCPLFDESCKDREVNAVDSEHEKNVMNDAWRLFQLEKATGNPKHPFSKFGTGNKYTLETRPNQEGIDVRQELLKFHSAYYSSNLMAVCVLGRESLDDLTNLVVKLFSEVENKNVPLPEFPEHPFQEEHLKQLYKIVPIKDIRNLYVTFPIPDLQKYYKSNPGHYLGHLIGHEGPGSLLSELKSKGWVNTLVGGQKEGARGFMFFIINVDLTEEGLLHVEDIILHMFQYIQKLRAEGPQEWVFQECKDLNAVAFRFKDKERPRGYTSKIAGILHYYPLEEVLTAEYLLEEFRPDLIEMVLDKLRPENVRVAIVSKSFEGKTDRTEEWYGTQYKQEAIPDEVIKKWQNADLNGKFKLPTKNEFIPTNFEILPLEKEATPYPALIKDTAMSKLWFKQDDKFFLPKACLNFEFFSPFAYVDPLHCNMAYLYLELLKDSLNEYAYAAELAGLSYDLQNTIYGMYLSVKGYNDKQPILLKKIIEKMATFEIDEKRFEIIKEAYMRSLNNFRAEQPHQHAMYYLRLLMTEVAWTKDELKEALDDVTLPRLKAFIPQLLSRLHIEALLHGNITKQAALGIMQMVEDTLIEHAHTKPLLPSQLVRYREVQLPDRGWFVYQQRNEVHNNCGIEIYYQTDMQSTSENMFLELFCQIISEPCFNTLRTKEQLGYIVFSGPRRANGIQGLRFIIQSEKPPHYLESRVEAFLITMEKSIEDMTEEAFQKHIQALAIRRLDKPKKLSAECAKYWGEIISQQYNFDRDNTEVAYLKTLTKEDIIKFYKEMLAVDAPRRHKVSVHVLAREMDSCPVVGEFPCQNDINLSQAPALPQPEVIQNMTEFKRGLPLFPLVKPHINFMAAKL
VIM-2 inhibitor = blocks Pseudomonas aeruginosa VIM-2 metallo-beta-lactamase; purified VIM-2, nitrocefin hydrolysis, epi-absorbance fluorescence; inhibition, % at 5.6 µM; 290,000 tested, 0.89% active; AID 1527;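 active = inhibition above the mean of all tested compounds plus 3 SD, cutoff set per screening run, cut at about 7.5% in these data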;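 note: red hydrolysis product quenches plate fluorescence so inhibitors raise well fluorescence; 0% = enzyme with DMSO and 100% = DMSO without enzyme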
pCIP destab = compounds decreasing mouse p/CIP protein stability; Q05BA5; F442A p/CIP-EGFP cells, EGFP fluorescence, 16 h; decrease of EGFP signal, % at 10 µM; 290,000 tested, 0.01% active; AID 1984;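 active = EGFP signal decrease of at least 30% at 10 µM or well 3 SD below plate mean, unless failing retest; inactive = the rest, including hits failing retest or dose response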; note: some compounds called inactive have numbers as strong as hits; many of its hits are not listed in these tables
CRFBP-R2 block = antagonists of CRF-binding protein/CRF-R2 receptor complex; HEK293 CRF-R2/CRF-BP, CRF-induced calcium fluorescence; inhibition, % at 11.8 µM; 350,000 tested, 0.59% active;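 active = inhibition of the ligand-induced calcium signal above about 50% at the single tested concentration, limit read from the data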
GalR3 antag = blocks the human galanin receptor 3; inhibition, % at 3 µM; O60755; HEK293 GalR3-CNG cAMP membrane potential fluorescence; galR3 body fused to GalR1 C-terminus; 360,000 tested, 0.44% active;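 active = inhibition above the screen-wide average plus 3 SD, cut at about 13% in these data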;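 note: forskolin and galanin both at EC90 stimulate the cells; cAMP rise reported by CNG channel membrane potential dye signal; 0% = forskolin plus galanin with DMSO and 100% = forskolin alone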
IDE inh = inhibits human insulin-degrading enzyme in HEK cells. AID 434962. 320,000 tested, 0.41% active. inhibition, % at 5.59 µM. FAbetaB cleavage, fluorescence polarization;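 active = percent inhibition above the average of all tested compounds plus 3 SD, set per screening campaign, cut at about 16% in these data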;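 note: IDE supplied by intact live HEK cells; FP after avidin binding of uncleaved biotin substrate so inhibition keeps polarization high; 0% = DMSO wells and 100% = 60 µM reference IDE inhibitor Ii1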
IMP-1 inh = blocks Pseudomonas aeruginosa IMP-1 metallo-beta-lactamase; inhibition, % at 5.6 µM; 290,000 tested, 0.45% active; AID 1556; purified IMP-1, nitrocefin hydrolysis, epi-absorbance fluorescence;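 active = inhibition above the mean plus 3 SD of all compounds in the same screening run, cut at about 4.5% in these data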;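 note: 0% = IMP-1 with DMSO and 100% = DMSO wells lacking enzyme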
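System: purified IMP-1 / Input: IMP-1 dispensed at 0.2 nM / Medium: 50 mM HEPES pH 7.1, 50 µM ZnSO4, 0.05% Brij 35 / Timing: 15 min enzyme–compound preincubation, then 25 min nitrocefin reaction, 25 °C / Technique: plate fluorescence quenching by hydrolysis product, ex 480/em 530 nm / Repeats: singlicate testing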
UBC9 SUMO inh = blocks human SUMOylation mediated by UBC9; P63279; 290,000 tested, 0.36% active; inhibition, % at 35 µM; HTRF SUMOylation assay, SAE1/SAE2 + UBC9, in vitro; in the data active = inhibition above about 50%, passing the limit was not always enough; note: strong numbers were not always called active
* hit, by the source's call; x = not tested or not shown. Random draw from the library. Share with any hit: about 3.2%.

SMILES	HCV NS3 hel inh	IDE cell activ	VIM-2 inhibitor	pCIP destab	CRFBP-R2 block	GalR3 antag	IDE inh	IMP-1 inh	UBC9 SUMO inh
Cc1cc(F)c(F)c(C(=O)NC2CC2)c1Cl	-3	-3	-3.9	-2	13	-6	-2	-4.7	18
COc1ccc(NC(=O)CN(C)C(=O)c2oc3ccccc3c2C)cc1	3	5	-0.9	0	-10	-6	-4	-2.1	-8
Cc1cccc(N2CCN(C(=O)c3ccc(NS(=O)(=O)c4ccc5[nH]c(=O)[nH]c5c4)cc3)CC2)c1C	-16	-5	0.0	-12	9	-4	7	-1.7	-9
C/C(Cl)=C\Cn1c(Nc2ccc(C)cc2)nc2c1c(=O)n(C)c(=O)n2C	3	1	-2.9	-2	-22	-7	5	-5.4	-9
COc1ccc(CN(C)S(=O)(=O)c2nnc(NC(=O)c3ccccc3)s2)cc1OC	20	-5	-3.8	-8	12	0	13	-3.5	18
Cc1ccn2cc(C(=O)NCc3ccco3)nc2c1	3	-1	-3.0	6	6	-2	0	-1.7	12
CC(C)(C)NC(=O)N1c2ccccc2Sc2ccccc21	-10	7	0.7	5	7	-11	2	-3.9	-10
Cc1nc2ccccc2nc(C)c1=NOCC(=O)N(c1ccccc1)C(C)C	0	-4	-1.9	2	0	-5	0	-2.0	25
O=C1NCCCC1C(=O)N/N=C/c1cccc(O)c1 (stereo not drawn)	0	-5	-1.1	3	12	-2	3	-4.0	6
Cn1c(=O)c2c(ncn2Cc2ccc(Cl)cc2)n(C)c1=O	-6	5	-1.0	-3	-12	15*	-5	-3.6	8
Cn1nc(-c2ccc(Cl)cc2)c2cc(C(=O)NCc3ccco3)sc21	-7	-2	-2.6	9	-2	0	2	-1.9	-5
COC(=O)C1=CO[C@@H](O)C2C(CO)=CCC12 (stereo partly drawn)	x	7	x	x	5	0	-5	x	x
CCNc1ccc(C(=O)OCC(=O)NCc2ccccc2Cl)cc1[N+](=O)[O-]	-4	5	-1.8	3	-23	-8	0	-3.6	11
Cn1cnc(C(=O)N2CCc3ccccc3C2)c1C(=O)N1CCc2ccccc2C1	x	-3	x	x	6	-4	6	x	x
COC(=O)CNC(=O)COC(=O)c1cc(SC)ccc1Cl	-2	1	-4.2	-6	19	-7	12	-3.2	4
N#Cc1ccccc1NC(=O)CSc1nnc(-c2ccccc2O)n1-c1ccccc1	1	8	-1.0	-8	-15	-2	3	-4.0	13
CCn1nc(C)c(C2C(C#N)=C(N)OC3=C2C(=O)CCC3)c1C (stereo not drawn)	8	4	-4.3	-10	-4	-7	4	-1.4	2
CC1CN(CCCCOc2cccc(Oc3ccccc3)c2)CC(C)O1 (stereo not drawn)	-30	6	-2.6	-15	-4	-7	2	-1.7	6
O=C(O/N=C1\CCS(=O)(=O)c2sccc21)c1c(F)cccc1F	4	5	-2.8	17	0	-6	2	-2.9	3
C1=C2C[N+]3(CCCC3)CC2Cc2ccc3ccccc3c21 (stereo not drawn)	2	4	0.3	-2	14	1	0	-1.4	12

Sorted by heavy-atom count (ascending): some entries from above
SMILES	HCV NS3 hel inh	IDE cell activ	VIM-2 inhibitor	pCIP destab	CRFBP-R2 block	GalR3 antag	IDE inh	IMP-1 inh	UBC9 SUMO inh
Cc1ccn2cc(C(=O)NCc3ccco3)nc2c1	3	-1	-3.0	6	6	-2	0	-1.7	12
O=C(O/N=C1\CCS(=O)(=O)c2sccc21)c1c(F)cccc1F	4	5	-2.8	17	0	-6	2	-2.9	3
Cc1cccc(N2CCN(C(=O)c3ccc(NS(=O)(=O)c4ccc5[nH]c(=O)[nH]c5c4)cc3)CC2)c1C	-16	-5	0.0	-12	9	-4	7	-1.7	-9

Next part
SMILES	HCV NS3 hel inh	IDE cell activ	VIM-2 inhibitor	pCIP destab	CRFBP-R2 block	GalR3 antag	IDE inh	IMP-1 inh	UBC9 SUMO inh
O=C(Cn1c(=O)sc2ccccc21)Nc1ccc2c(c1)OCCO2	4	6	-2.6	-5	-4	-2	2	-2.9	16
CC(C)(Oc1ccc(Cl)cc1)C(=O)NCC(c1ccco1)N1CCCCC1 (stereo not drawn)	x	6	x	x	-2	-2	1	x	x
CC(C)NC(=O)c1ccccc1NC(=O)Cc1ccc(Cl)cc1	5	-3	-1.9	0	0	-8	1	-3.6	4
N#Cc1c(N)nc2c(c1-c1ccc3c(c1)OCO3)CCCCCC2	-14	1	-3.1	2	3	-1	-1	-2.1	16
C[C@@H](CN=[N+]=[N-])CN1CC[C@H](O)CCC1=O	37*	4	2.8	3	-1	2	4	2.4	-3
O=C(c1csc2ccccc12)n1cccn1	5	6	-0.7	-12	8	-6	-8	-1.6	-6
CCS(=O)(=O)c1ccc2c(c1)N(S(=O)(=O)c1ccc(Cl)cc1)CC(C(=O)O)O2 (stereo not drawn)	-2	1	-2.8	-10	-8	-7	0	-3.4	24
CCCN1C(=O)C(=O)c2cc(C)ccc21	x	-2	x	x	3	-2	0	x	x
NC(=O)Cc1ccc(Nc2nnc(-c3ccccc3)c3ccccc23)cc1	-6	5	1.6	2	-5	-4	-6	-1.8	-4
O=C(O)c1cc(-n2nnnc2SCc2ccccc2F)ccc1Cl	12	8	10*	-11	14	0	9	-2.0	16
CCN(CC(=O)NC1CCS(=O)(=O)C1)c1nc(-c2cccnc2)nc2ccccc12 (stereo not drawn)	9	-4	0.1	2	8	-4	5	-0.6	26
CCc1ccc2c(c1)cc(CN(C(=S)Nc1ccc(Cl)cc1)C1CC1)c1nnnn12	-1	3	0.0	-2	25	3	1	-1.2	12
CSc1nc2sc3c(c2c2nncn12)CCC3	-8	0	11*	-9	-4	-2	8	-1.3	2
CCOCCCNC(=O)/C(C#N)=C/c1cc(C)c(O)c(C)c1	-4	1	-4.0	7	14	7	0	-1.8	1
O=C(Cc1ccccc1)Nc1ccc(N2CCOCC2)cc1	-1	5	-1.1	-6	-2	-5	1	1.2	1
CCCC12CN3CC(C)(CN(C1)C3c1cccs1)C2=O (stereo not drawn)	-7	x	-1.1	-9	0	-5	4	-0.2	5
CC(Cl)C(=O)NN=C(c1ccccc1)c1ccccc1 (stereo not drawn)	-13	-1	-4.5	4	-1	-5	-2	-3.8	14
COc1ccc2c(c1OC)C(=O)N1c3ccccc3COC21 (stereo not drawn)	-7	0	-1.5	-11	67*	-6	3	-2.9	-1
COCCCN1CN=C(Nc2nc3ccccc3o2)NC1	-1	-2	-4.5	-2	7	-3	6	-3.0	-2
CCOc1ccccc1NC(=O)c1ccc(C(=O)Nc2ccccc2OCC)nc1	-3	-2	-1.3	2	5	-8	-3	-3.4	11
CCOc1ccc(CCNc2ccc3nnc(-c4ccccc4)n3n2)cc1OCC	-6	8	1.0	-5	26	0	0	-2.9	11
Cc1cc2cc(C(c3nnnn3Cc3ccccc3)N3CCc4ccccc43)c(=O)[nH]c2cc1C (stereo not drawn)	0	1	0.3	-25	-35	2	16*	1.2	19
C=CCN1C(=O)/C(=C\c2ccc(C)cc2)N=C1SCC(=O)NCCC	-3	2	-0.3	-10	-8	6	4	1.4	11
O=C(CCC(=O)N1CCN(c2ccc(O)cc2)CC1)c1ccc(Br)cc1	1	x	1.5	-2	x	x	-6	-1.4	15
c1ccc(Cn2nnc(-c3ccccc3)n2)cc1	-6	-1	2.3	3	-7	-4	10	-1.1	-4
CC(=O)c1c(O)cc2n(c1=O)-c1ccc(Cl)cc1C2(C)C	3	-2	0.3	-5	-10	-10	3	-0.2	16
Cc1cc(C(=O)COC(=O)CC(NC(N)=O)c2ccc(Cl)cc2)c(C)n1C (stereo not drawn)	x	4	x	x	-8	-4	3	x	x
Cc1ccc(-n2ncc3c(=O)n(CC(=O)NC4CCCCC4)cnc32)cc1C	-16	4	1.5	-13	-7	1	5	1.3	21
CCCNc1nc(N)nc(-c2cc(Cl)ccc2OC)n1	2	3	-6.9	4	-20	4	-2	-3.4	10
CCOC(=O)c1ccccc1NC(=O)/C=C/C(=O)O	-3	6	-2.9	6	6	2	4	-0.1	2
NNC(=O)C1=NOC2COC3(CCN(c4ncccn4)CC3)OCC12 (stereo not drawn)	-1	x	-1.2	4	-1	-1	3	-3.0	-3
O=S1(=O)CC(O)C(N2CCCCC2)C1 (stereo not drawn)	2	1	-2.6	-10	-1	2	2	-2.4	18
CCN(CC(=O)Nc1c(F)cccc1F)C(=O)CCOc1ccc(C)cc1	x	5	x	x	3	2	-3	x	x
Cc1cc(C)n2nc(/C(C#N)=C/c3ccccc3)c(C#N)c2n1	1	-7	-1.1	-7	99*	-6	x	-4.5	29
Cc1cccc2cc(CN(Cc3cccnc3)C(=S)NCCCN(C)C)c(=O)[nH]c12	-2	4	1.7	-6	-27	-2	-6	-4.5	2
COc1cccc2c1NC(C(=O)O)C1CC=CC21 (stereo not drawn)	58*	1	9.5*	-2	-7	x	4	1.9	95*
CCC(=O)N1CCc2cc(Br)cc(S(=O)(=O)N3CCC(C(=O)NCCCOC(C)C)CC3)c21	-9	1	0.8	-28	2	-8	-2	0.0	6
COC(=O)CSc1nnc(CNC(=O)c2ccc(S(=O)(=O)N3CCCCC3)cc2)n1C	-2	2	-1.1	-6	-12	6	-5	-2.8	6
COc1ccc(Nc2ncccc2C(=O)NCc2ccccc2)cc1	-12	-4	-0.6	-7	-51	-8	1	-1.3	-14
CC(C)Cc1nnc(NS(=O)(=O)c2ccc(Cl)cc2)s1	13	-8	-2.2	-3	11	3	0	-3.3	17
COc1ccc(NC(=S)NNc2ccc(S(=O)(=O)Nc3ccccc3C(=O)O)cc2[N+](=O)[O-])cc1	40*	2	-2.1	-2	17	-3	-5	-2.1	-1
O=C(Nn1c(-c2ccncc2)nc2ccccc2c1=O)c1ccc(Br)cc1	-3	-3	-0.9	7	-23	-4	1	-1.8	4
CC(OC(=O)Cn1[nH]c(=O)c2ccccc2c1=O)C(=O)Nc1ccc(Cl)cn1 (stereo not drawn)	x	0	x	x	7	0	3	x	x
Cc1cccc(Nc2nc(-c3ccccc3)c(C(=O)Nc3cccnc3)s2)c1	-19	-3	-2.5	-1	-37	0	1	-1.7	8
CC(C)OCCCNC(=O)C(NC(=O)c1ccc(Cl)cc1)C(C)C (stereo not drawn)	-4	4	1.7	-3	-9	-3	5	-1.2	-21
CN(C)/C=C/C(=O)c1ccc(Cl)s1	9	-2	-3.1	-3	19	-1	4	-2.0	21
Cc1nnc(SCC(=O)N2CCCCC2)s1	1	-1	-1.6	-1	-6	-7	-1	-9.8	8
CCOc1cccc(/C(O)=C2/C(=O)C(=O)N(CCOC)C2c2ccc(C)o2)c1 (stereo not drawn)	-2	-3	-0.1	-6	-16	2	-2	-2.0	11
CCCCOc1ccc(-c2nnc(N)s2)cc1	-4	-1	-1.5	2	0	-3	1	-3.7	-11
CCCCNC(=O)N(O)C1N(CCCC)C(=O)N(CC(=O)OC)C1(C)C (stereo not drawn)	7	5	-1.0	-3	12	3	-3	-0.7	23
